AI-2 QS mod: Vibrio harveyi AI-2 quorum sensing modulation; Vibrio harveyi JMH597 AI-2 luminescence/OD600 ratio, 9 h; stronger effect = lower value; strain lacks LuxN and CqsS sensors; 0 = neutral-control median; activity change, % at 7.5 µM; 300,000 compounds, 0.4% hits; AID 2094; in the data active = activity change below about -75%, passing the limit was not always enough; inconclusive = no clear call, values can overlap the other calls;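 note: luminescence divided by OD600 gain over 9 h not by final OD600 alone; inactives centre near 13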
IEC-6 tox: kills IEC-6 intestinal cells in KLF5 counter-screen. IEC-6 cytotoxicity, luminescence viability. inhibition, % at 5 µM. 290,000 compounds, 0.78% hits. AID 1825; in the data active = inhibition above about 22%;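 note: 0% = plate median of test compound wells and 100% = cytotoxic reference compound wells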
HSF-1 act: increases HSF-1 driven luciferase reporter signal; NIH3T3-HGL HSF-1 luciferase reporter, MG132, 8 h; 100% = twice DMSO control signal; 300,000 compounds, 1.7% hits; activation, % at 9 µM; AID 504408;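 active = mean replicate activation of at least 50% with a set share of replicates each reaching 50%; inconclusive = only one of those two conditions met; inactive = mean below 50% and too few replicates reaching it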;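 note: 0% = median of the neutral control wells and 100% = twice that signal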
HSF1 inhib: HSF1 inhibition; 300,000 compounds, 0.77% hits; AID 2098; NIH3T3-HGL HSE-luciferase, MG132-induced, luminescence 8 h; stronger effect = lower value; activity change, negative = inhibition, % at 7.5 µM (by protocol);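 active = more than half of replicate wells show activity change below -50%, luminescence cut by over half; inconclusive = some wells, but at most half, below -50%; inactive = no replicate well below -50%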;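 note: luciferase reports HSF-1 transcriptional activity via heat shock element; 0% = median of DMSO wells and -100% = zero luminescence signal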
Platelet DG rel: modulates dense granule release in human platelets; human platelet-rich plasma, SFLLRN dense granule ATP release, luminescence; inhibition, %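 (compounds screened at 7.5 µM in platelet-rich plasma)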; 300,000 compounds, 0.22% hits; AID 1663;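 active = mean replicate score, as percent of positive control, at or above 50; inconclusive = mean below 50 but at least one replicate at or above 50; inactive = mean and every replicate below 50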
KLF5 inhibitor: kruppel-like factor 5 inhibition; DLD-1 KLF5 promoter-luciferase reporter, luminescence; inhibition, % at 5 µM; 290,000 compounds, 0.23% hits; AID 1700;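 active = inhibition above a per-plate limit of that plate's mean compound inhibition plus 3 SD, cut at about 60% in these data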;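 note: 0% = DMSO wells and 100% = LY294002 at 200 µM; higher means less KLF5 promoter-driven luciferase light; inactives centre near -14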
HDAC3 inh: inhibitors of human histone deacetylase 3. AID 2718. 320,000 compounds, 0.15% hits. inhibition, % at 8.3 µM. O15379. recombinant HDAC3, fluorogenic peptide/trypsin coupled, fluorescence; in the data active = inhibition above about 26%, passing the limit was not always enough; inconclusive = no clear call, values can overlap the other calls
Target sequence (O15379 whole entry, looked up): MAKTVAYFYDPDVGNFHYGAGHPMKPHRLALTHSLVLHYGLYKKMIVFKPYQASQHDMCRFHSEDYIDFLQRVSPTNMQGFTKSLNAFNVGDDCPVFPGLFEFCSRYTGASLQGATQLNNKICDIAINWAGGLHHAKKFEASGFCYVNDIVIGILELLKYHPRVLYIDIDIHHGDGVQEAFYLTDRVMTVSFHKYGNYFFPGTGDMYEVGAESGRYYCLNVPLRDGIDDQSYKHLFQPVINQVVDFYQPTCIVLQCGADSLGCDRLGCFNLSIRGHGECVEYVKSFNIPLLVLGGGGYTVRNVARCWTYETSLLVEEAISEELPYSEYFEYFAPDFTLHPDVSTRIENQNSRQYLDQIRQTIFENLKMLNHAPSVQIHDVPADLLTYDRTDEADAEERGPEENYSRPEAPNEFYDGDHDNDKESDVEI
HIF act: HIF pathway transcriptional activation. activation, % at 7.5 µM (by protocol). U2OS HRE-luciferase reporter, luminescence; normalized: DMSO 0%, desferrioxamine 100%. 300,000 compounds, 0.32% hits;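 active = mean activation of at least 10% of the iron chelator positive control signal, with at least half of replicates also reaching 10%; inconclusive = mean and replicate majority disagree about reaching 10%; inactive = mean and most replicates under 10%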
aSyn 5UTR inh: MLPCN primary screen, SNCA 5' untranslated region | inhibition, % (tested at 7.5 µM) | alpha-synuclein 5'UTR reporter, inhibitor activity | 300,000 compounds, 0.82% hits; in the data active = inhibition above about 60%; inconclusive = no clear call, values can overlap the other calls;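 note: H4 neuroglioblastoma cells stably carrying SNCA 5'UTR luciferase fusion; 0% = DMSO wells and 100% = positive control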
HSP90 inh: blocks HSP90-mediated luciferase refolding in reticulocyte lysate; Rabbit reticulocyte lysate, luciferase refolding luminescence, 3 h; inhibition, % at 5.6 µM; 290,000 compounds, 0.91% hits; AID 1789;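 active = inhibition above the screen-wide mean plus 3 SD, computed separately per campaign, cut at about 16% in these data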;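 note: 0% = DMSO wells and 100% = 60 µM geldanamycin wells; inhibitors lower the luminescence because luciferase stays unfolded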
Numbers without * were called inactive; u = inconclusive; x = no result given.

SMILES	AI-2 QS mod	IEC-6 tox	HSF-1 act	HSF1 inhib	Platelet DG rel	KLF5 inhibitor	HDAC3 inh	HIF act	aSyn 5UTR inh	HSP90 inh
O=C(N[C@H]1CCC(=O)N([C@H](CSc2ccccc2)Cc2ccccc2)CC1)OCc1ccccc1	-6	3	44	18	8	-3	10	-2.7	24	7
COc1ccc2c(c1)CCc1c(C(=O)N3CCCC3)noc1-2	-19	2	55*	31	-13	-98	3	1.3	-103	2
Cc1sc2ncn(CC(=O)N3CCCCC3)c(=O)c2c1C	17	1	-4	4	-1	-32	u	-0.2	-17	5
CCC(C)(C)n1nnnc1C(c1ccc(F)cc1)N1CCC(C(N)=O)CC1 (centres undefined)	1	3	-9	-1	-1	-14	-7	0.9	12	3
CC(NC(=O)Cn1ccsc1=N)C12CC3CC(CC(C3)C1)C2 (centres undefined)	x	7	x	x	x	3	3	x	x	-1
Cc1ccc2[nH]c(=O)c(CN(CCCO)C(C)c3nnnn3Cc3ccco3)cc2c1 (centres undefined)	-15	-13	4	-5	-13	-18	-3	0.0	-5	-7
O=S(=O)(c1ccc(Br)cc1)N1CCCN(Cc2ccccc2F)CC1	6	0	2	-1	10	-19	-4	-0.4	1	5
O=C(N/N=C/c1cn(-c2ccccc2)nc1-c1cccnc1)c1cccnc1	16	-6	-36	-21	-5	-35	2	1.2	12	1
Cc1ccc(C(=O)Nc2ccc(C(=O)N3CCCCC3)cc2)o1	-39	4	7	-3	7	-23	-6	0.8	-35	1
COC(=O)[C@@]1(Cc2ccc(OC)cc2)[C@H]2c3cc(C(=O)N(C)C)n(CCc4ccc(OC)c(Br)c4)c3C[C@H]2CN1C(=O)c1ccccc1	27	0	5	-1	-3	10	19	0.2	6	0
O=C(NNC(=O)C1CCCN(c2ncccn2)C1)c1ccc(F)cc1 (centres undefined)	-6	5	1	-3	0	-17	-5	0.3	9	2
Fc1ccc(CSc2nnc(-c3cccnc3)o2)cc1	-93*	-3	15	3	4	-4	-2	1.9	-65	9
O=C(c1cc(S(=O)(=O)N2CCN(c3ccccc3)CC2)ccc1Cl)N1CCCC(C(F)(F)F)C1 (centres undefined)	15	x	20	-2	0	x	5	0.0	11	x
O=C(CSc1nc2cc([N+](=O)[O-])ccc2n1-c1ccccc1)NCc1ccc2c(c1)OCO2	16	-1	23	6	0	6	4	-0.1	-7	5
N#Cc1cc(S(=O)(=O)N2CCOCC2)ccc1N1CCOCC1	29	-1	-12	-6	3	-13	-6	-0.3	6	-2
Cc1ccc2nc3c(c(C(=O)OCC(=O)NC4CCS(=O)(=O)C4)c2c1)CCCC3 (centres undefined)	14	1	7	-6	2	6	-12	-0.7	9	-2
Cc1ccc(C(C)C)cc1S(=O)(=O)Nc1ccncc1	16	-2	-13	-6	9	1	8	-2.0	-1	-3
CC(=O)NC(C)C12CC3CC(CC(C(=O)O)(C3)C1)C2 (centres undefined)	37	1	13	-1	-1	-16	0	-0.1	25	3
C=CCOc1ccc(CNn2cn[nH]c2=S)cc1OC	11	-2	x	x	-3	-13	0	0.0	20	1
Cc1cc(C)c2cc(C#N)c(N3CCCC3)nc2c1	x	7	x	x	x	1	-16	x	x	0
O=C(O)c1cc(N/N=C/c2ccc(N3CCOCC3)s2)ccc1Cl	22	-19	x	x	0	-25	x	x	-45	2
CC(C)C(=O)Nc1cccc(C(=O)Nc2nccs2)c1	4	0	3	0	x	-14	-2	0.9	-39	-2
Cc1ccnc(NC(=O)c2ccc(Cl)c([N+](=O)[O-])c2)c1	9	2	-3	5	4	-31	-8	0.1	-79	0
COC(=O)c1ccccc1NC(=O)C1CC(=O)N(c2ccccc2)C1 (centres undefined)	-2	2	0	5	22	9	0	-0.4	-10	3
O=C(Nc1ccc(N2CCOCC2)nc1)c1ccc(F)cc1	15	-10	8	0	-2	-26	14	0.7	-54	-2
O=C(O)CC1(Cc2nc(-c3cccs3)no2)CCCC1	38	3	11	2	11	-4	-2	-0.3	-14	-2
CCC(OC(=O)CN1C(=O)C(=O)c2ccccc21)C(=O)Nc1ccc(S(N)(=O)=O)cc1 (centres undefined)	17	-1	-4	4	5	8	9	-0.2	-8	3
N/C(=N\N=C\c1ccco1)SC1CC(=O)N(c2ccccc2)C1=O (centres undefined)	7	1	-16	3	-4	0	8	-0.5	-4	-6
CCOC(=O)C1=C(N)N(c2ccccc2Oc2ccccc2)C(=O)C1	15	0	x	x	x	-17	-7	x	x	-1
O=C(CCSc1ccc(Cl)cc1)NC12CC3CC(CC(C3)C1)C2	32	2	49	24	-2	-12	9	1.2	-53	0
O=C(c1ccccc1)c1ccc(NCCCn2ccnc2)c([N+](=O)[O-])c1	9	12	6	3	1	-46	8	0.9	-14	0
COc1ccccc1C(=O)N1CCc2ccccc21	8	4	-6	-1	13	3	-2	0.2	20	-3
O=S(=O)(/N=C(/Nc1cccc2ccccc12)c1ccccc1)c1ccc(Br)cc1	11	3	13	7	12	-35	-1	-0.5	25	4
CC(C)(C)c1nc(-c2ccccc2)nc2c1OCCC2	0	x	5	-7	-3	x	3	-0.1	19	x
Cn1c(=O)cc(SCC(=O)Nc2ccc3c(c2)OCO3)c2ccccc21	-5	3	33	-3	-4	-9	7	-0.4	13	4
Cc1occc1C(=O)Nc1cccc(C(F)(F)F)c1	18	-2	33	0	-1	-24	3	0.3	-21	1
O=C(c1cnc2c(c1)COc1ccc(Cl)cc1-2)c1ccccc1O	30	-3	x	x	x	-21	7	x	x	-5
CC(C)(C)OC(=O)NCCCCCc1nnc(SCc2ccccc2F)o1	14	-8	x	x	x	-25	9	x	x	0
COc1ccc(-c2cc(C(=O)NCC3CCCO3)c3cc(C(C)C)ccc3n2)cc1 (centres undefined)	70	-2	-4	-3	7	-5	-18	-0.2	-13	-3
Cc1cccc(NC(=O)C2CCCN(C(=O)Nc3ccc(F)cc3)C2)c1 (centres undefined)	12	3	9	5	8	-13	2	-0.1	31	6
COc1ccc(-n2c(SCC(=O)N3CCN(c4ccccc4)CC3)nc3c(c2=O)SCC3)cc1	-4	2	1	0	-5	4	3	-0.1	21	3
O=C(Nc1ccccc1)N(C1=NCCC1)c1ccc(OC(F)F)cc1	-1	0	6	-6	-9	-14	8	-0.6	-9	1
Cc1cc(Cl)ccc1OC(C)c1nnc(N)s1 (centres undefined)	x	-3	-2	3	-4	-13	-2	-0.3	35	2
CCOc1ccc(CNC(=O)C2CCN(S(=O)(=O)CC)CC2)cc1OC	-4	2	-1	0	2	-10	3	-0.2	20	3
O=C(/C=C/c1ccccc1Cl)Nc1ccccc1	-48	-2	40	15	32	4	-2	0.4	-34	13
Cc1ccc(NS(=O)(=O)c2cc(C(=O)OCC(=O)NCC3CCCO3)ccc2C)cc1 (centres undefined)	2	5	2	-7	-5	4	-1	0.2	-23	4
Cc1c(C(=O)n2cnc3ccccc32)cccc1[N+](=O)[O-]	8	4	-47	-34	1	-29	-1	0.1	9	1
CC(=O)Nc1ccccc1NS(=O)(=O)c1cccc([N+](=O)[O-])c1	20	-11	-27	-9	-7	-5	4	0.2	1	8
Cc1ccc(C)c(NC(=O)CSc2nnc(C)c(=O)n2N)c1	25	-3	14	-6	-2	0	6	-0.4	-4	7
CC1CCN(c2ccc([N+](=O)[O-])cc2C(=O)N2CCOCC2)CC1	-7	-1	5	2	-32	-10	3	0.0	-19	4

Following part:
SMILES	AI-2 QS mod	IEC-6 tox	HSF-1 act	HSF1 inhib	Platelet DG rel	KLF5 inhibitor	HDAC3 inh	HIF act	aSyn 5UTR inh	HSP90 inh
CC(C)CNC(=O)c1cc(S(=O)(=O)N2CCOCC2)ccc1N1CCCC1	15	-12	5	-4	-17	-40	-6	-0.3	-5	3
CC(C)(C)n1nnnc1C(c1ccc(F)cc1)N1CCC(C(N)=O)CC1 (centres undefined)	19	4	0	0	-2	-19	1	2.9	25	1
OCCCNCc1ccc(N(c2ccccc2)c2ccccc2)cc1	11	2	-2	-5	-4	-23	6	-0.9	-58	8
COc1cc(OC)cc(C(=O)N[C@H](C(=O)Nc2cc(F)ccc2C)C(C)C)c1	7	-4	-1	-2	-1	-31	-1	0.3	1	-2
Cn1nc(C(=O)NCCN2CCOCC2)c2ccccc2c1=O	8	3	-10	-4	-3	-5	0	0.0	22	1
CCOc1ccccc1N(CC(=O)Nc1ccc2c(c1)OCO2)S(C)(=O)=O	5	-6	18	2	0	-1	2	-0.3	-7	-1
CCCCSc1cc(C)nc(N)n1	25	2	22	4	-1	-44	4	1.2	-18	11
COc1cccc(C(=O)N/N=C(\CC(C)C)c2ccccc2)c1	29	8	16	2	10	4	x	1.2	-11	-4
Cc1c(C(=O)NC2CC2)oc2ccc(S(=O)(=O)N3CCCCCC3)cc12	38	x	12	-2	-3	x	-1	0.0	32	x
CCN(CC)C(=S)SCC(=O)Nc1ncc2c(n1)CC(C)(C)CC2=O	-1	-4	18	-8	-17	-6	0	-0.3	-12	-1

Three compounds already listed, arranged by their value in KLF5 inhibitor, ascending.
mol | KLF5 inhibitor
CCCCSc1cc(C)nc(N)n1 | -44
CC(C)CNC(=O)c1cc(S(=O)(=O)N2CCOCC2)ccc1N1CCCC1 | -40
CCOc1ccccc1N(CC(=O)Nc1ccc2c(c1)OCO2)S(C)(=O)=O | -1

Next section.
SMILES	AI-2 QS mod	IEC-6 tox	HSF-1 act	HSF1 inhib	Platelet DG rel	KLF5 inhibitor	HDAC3 inh	HIF act	aSyn 5UTR inh	HSP90 inh
CC(=O)c1c(C)[nH]c(C(=O)OCc2cccc(C)c2)c1C	18	-4	17	13	-2	-51	6	2.3	-90	-2
COC(=O)c1ccccc1NC(=O)C1CCN(S(=O)(=O)c2cc(OC)ccc2OC)CC1	22	2	0	-8	-6	15	2	-0.1	48	4
O=[N+]([O-])c1cccc(S(=O)(=O)N2CCN(S(=O)(=O)N3CCCCCC3)CC2)c1	11	-8	-6	4	-1	-7	5	0.0	22	1
COc1ccc(C)cc1NC(=O)c1ccccc1N(C)S(=O)(=O)c1ccccc1	4	-4	4	0	7	-45	4	-1.1	-13	-5
Nc1nc(SCCO)[nH]c(=O)c1NC(=O)c1ccc(Br)o1	4	7	-9	9	-33	-17	-2	0.5	-1	4
COC(=O)c1cc(OC)c(OC)cc1NC(=O)Nc1cccc(C(C)=O)c1	15	-2	-6	5	0	-15	-1	-0.1	-2	1
CCn1c(=O)c(C(=O)Nc2nc3ccccc3[nH]2)c(O)c2ccccc21	9	3	-10	-10	6	8	-9	-0.7	-11	-1
O=C(CN(C1CCCCC1)S(=O)(=O)c1ccc(Cl)cc1)N1CCOCC1	3	-1	1	-4	-2	19	-1	-0.1	-19	-1
O=S1(=O)NC(=NCC(c2ccco2)N2CCCCC2)c2ccccc21 (centres undefined)	4	2	85*	38	-8	-10	1	-0.1	-5	-1
Cc1ccc(C(=O)c2ccccc2C(=O)OCC(=O)Nc2cccc([N+](=O)[O-])c2)cc1	-1	3	24	7	-17	-8	7	-2.0	-13	-4
C=Cn1cc[n+](CC(=O)c2cccs2)c1	10	0	42	13	0	-18	0	-0.6	-10	5
CCOC(=O)Nc1ccc(OC)c([N+](=O)[O-])c1	0	-5	-12	4	-3	-3	-8	0.3	3	-2
CC(C)Cn1cc(C(=O)N2CCC(C)CC2)c2c3ccccc3n(C)c2c1=O	16	-10	4	-5	1	-24	-12	-0.4	5	6

Screening results as filed in PubChem.
